# Bioassay records (PubChem BioAssay)
# Scp-1 inhibitor: Scp-1 phosphatase inhibitors, primary screen, biochemical, colorimetric, uHTS; Recombinant Scp1, phosphopeptide, malachite green phosphate absorbance; inhibition, % at 20 µM; 340,000 compounds, 0.88% hits; AID 493091, 2011;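 active = inhibition above about 50% at 20 µM, limit read from the data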;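 also: plate controls were DMSO wells with enzyme for no effect and wells lacking enzyme for full effect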
# Target sequence (Q9GZU7 76-261 limits assumed): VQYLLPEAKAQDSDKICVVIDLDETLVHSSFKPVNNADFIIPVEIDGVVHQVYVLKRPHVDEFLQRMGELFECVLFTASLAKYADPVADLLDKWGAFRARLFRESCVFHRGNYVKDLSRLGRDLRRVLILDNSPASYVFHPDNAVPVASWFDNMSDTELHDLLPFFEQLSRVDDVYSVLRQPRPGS
#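 System: SCP-1 catalytic domain; Reagent: Phospho 17-mer peptide substrate; Doses: one concentration, 20 µM, with 1.0% DMSO; Incubation: 45 min room-temperature reaction, 5 min colour, 30 min stabiliser; Signal: Phosphate-binding colour reagent, absorbance read at 630 nm.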
# STEP inh: STEP phosphatase inhibitors, primary screen, biochemical, fluorescence intensity, uHTS | Tyrosine-protein phosphatase non-receptor type 5 (Homo sapiens), P54829 | recombinant STEP, OMFP fluorogenic substrate | inhibition, % at 20 µM | 360,000 compounds, 0.25% hits;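 active = inhibition at 20 µM, scaled per plate between control wells, above about 37%, limit read from the data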;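 also: 0% = DMSO with enzyme and substrate and 100% = substrate only without enzyme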
# Target sequence (P54829 whole entry, looked up): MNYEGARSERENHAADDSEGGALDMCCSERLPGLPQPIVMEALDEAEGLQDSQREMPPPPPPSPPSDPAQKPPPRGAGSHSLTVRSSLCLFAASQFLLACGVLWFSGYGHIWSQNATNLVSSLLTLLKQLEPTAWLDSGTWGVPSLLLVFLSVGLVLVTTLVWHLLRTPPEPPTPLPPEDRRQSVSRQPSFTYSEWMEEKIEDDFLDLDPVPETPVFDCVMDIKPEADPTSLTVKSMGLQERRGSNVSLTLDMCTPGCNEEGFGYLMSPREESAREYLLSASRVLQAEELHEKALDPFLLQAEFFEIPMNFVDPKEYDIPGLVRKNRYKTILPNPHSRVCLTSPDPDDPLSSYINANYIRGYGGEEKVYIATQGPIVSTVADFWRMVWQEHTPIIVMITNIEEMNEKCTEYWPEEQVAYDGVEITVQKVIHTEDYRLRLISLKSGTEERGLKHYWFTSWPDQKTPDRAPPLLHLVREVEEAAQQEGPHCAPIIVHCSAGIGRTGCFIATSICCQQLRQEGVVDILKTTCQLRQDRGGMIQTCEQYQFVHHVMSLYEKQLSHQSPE
#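 System: STEP (striatal-enriched tyrosine phosphatase) enzyme, cell-free; medium: Bis-Tris pH 6.0 buffer with DTT, detergent; dosing: 20 µM, 1% DMSO; times: reaction 20 min, ambient temperature; detection: fluorescence, 480/540 nm; read-out basis: normalized % inhibition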
# DNMT1 block: human DNMT1 methyltransferase inhibitors, primary screen, biochemical, molecular beacon, fluorescence, HinP1I cleavage, uHTS; DNA (cytosine-5)-methyltransferase 1 (Homo sapiens), P26358; inhibition (reported as % activation of signal), % at 10 µM; 360,000 compounds, 0.83% hits; AID 588458, 2011; in the data active = inhibition above about 50%
# MsrA inhibitor: bovine MsrA enzyme inhibitors, primary screen, biochemical, absorbance, HTS; purified bovine MsrA, absorbance read-out; inhibition, % at 15.5 µM; 360,000 compounds, 0.75% hits; AID 651718, 2012; in the data active = inhibition above about 4.5%;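 also: 0% = vehicle wells with enzyme and 100% = reference inhibitor wells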
# CSN deneddyl inh: inhibitors of CSN-mediated cullin deneddylation, primary screen, biochemical, fluorescence polarization, uHTS; COP9 signalosome complex subunit 5 (Homo sapiens), Q92905; Purified CSN, SCF-Nedd8-OG deneddylation; inhibition, % at 12.5 µM; 360,000 compounds, 0.38% hits; AID 651999, 2013;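 active = pattern-corrected inhibition above about 35%, with an unprinted fluorescence ratio check between 0.5 and 1.5, limit read from the data, passing the limit was not always enough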;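 also: 0% = enzyme with substrate and 100% = substrate without enzyme; some results filed as inactive read as strong as hits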
# Target sequence (Q92905 whole entry, looked up, one chain of several): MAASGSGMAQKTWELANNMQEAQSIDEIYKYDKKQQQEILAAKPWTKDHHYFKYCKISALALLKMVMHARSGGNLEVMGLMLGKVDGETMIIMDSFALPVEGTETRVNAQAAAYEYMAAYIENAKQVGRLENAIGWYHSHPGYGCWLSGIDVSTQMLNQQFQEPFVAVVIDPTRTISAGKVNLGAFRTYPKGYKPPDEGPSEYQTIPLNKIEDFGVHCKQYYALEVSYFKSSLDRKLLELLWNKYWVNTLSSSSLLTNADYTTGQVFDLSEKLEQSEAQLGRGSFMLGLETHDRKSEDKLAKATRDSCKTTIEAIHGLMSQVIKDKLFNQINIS
#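 test system = HEK293T-derived human Csn5 enzyme | amount = 0.24 nM Csn5 enzyme, final concentration | medium = Tris/NaCl/DTT buffer, pH 7.5 | schedule = 90 min reaction at room temperature | signal = FP | evaluation = inhibition of Csn5 cleavage, % | compound dosing = single dose of 12.5 µM compound with 0.25% DMSO | probe or stimulus = 10 nM SCFSkp2-Nedd8OG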
# NadD block: inhibitors of S. aureus NadD, primary screen, biochemical, colorimetric, uHTS; Nicotinate-nucleotide adenylyltransferase NadD (Staphylococcus aureus N315); purified NadD enzyme, colorimetric absorbance read-out; inhibition, % at 20 µM; 360,000 compounds, 0.78% hits; in the data active = inhibition above about 26%; also: some compounds past the cut are filed as inactive
# Rpn11 inh: Rpn11 (PSMD14) deubiquitinase inhibitors, primary screen, biochemical, fluorescence polarization, uHTS; 26S proteasome non-ATPase regulatory subunit 14 (Homo sapiens), O00487; human 26S proteasome, Ub4-pepOG fluorescence polarization; 20S core pre-blocked with epoxomicin; calls only at 20 µM; 360,000 compounds, 0.59% hits; AID 588493, 2011;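 active = inhibition at 20 µM, scaled to each plate's controls, above about 33%, limit read from the data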
# SUMO1-SIM PPI: modulators of SUMO1 protein-protein interactions, primary screen, biochemical, uHTS; inhibition, % at 20 µM; Small ubiquitin-related modifier 1 (Homo sapiens), P63165; SUMO1 binding to a labelled peptide, TR-FRET, 1 h; 360,000 compounds, 0.33% hits; in the data active = inhibition above about 37%
# Tb MetRS inh: T. brucei MetRS inhibitors, primary screen, biochemical, luminescence; methionyl-tRNA synthetase (Trypanosoma brucei brucei); purified T. brucei MetRS, ATP depletion, Kinase-Glo luminescence; inhibition, % at 11.9 µM; 360,000 compounds, 0.4% hits;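 active = inhibition above a per-plate cutoff of the control wells' mean inhibition plus 3 SD, cut at about 5.5% in these data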;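 also: 0% = DMSO wells median and 100% = median of wells with control inhibitor compound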
#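 Test system – parasite MetRS enzyme · Reagent – substrates ATP, L-methionine and bulk Escherichia coli tRNA · Doses – 11.9 µM compound single dose, 0.9% DMSO · Times – 15 min enzyme-compound preincubation, 2 h reaction, 10 min detection, 25 °C · Signal – Kinase-Glo luminescence, ATP depletion format · Controls – DMSO-only wells as low control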
# LMPTP block: LMPTP phosphatase inhibitors, primary screen, biochemical, fluorescence intensity, uHTS; recombinant LMPTP-A, OMFP fluorogenic substrate; 360,000 compounds, 0.22% hits; inhibition, % at 20 µM; Low molecular weight phosphotyrosine protein phosphatase (Homo sapiens), P24666;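 active = compounds that cut the enzyme signal by at least half of the control window in the single-dose screen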;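 also: plate controls were DMSO wells with enzyme plus substrate for no effect and substrate without enzyme for full effect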
#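 Buffer or medium: Bis-Tris pH 6.0, DTT, detergent; Assay system: LMPTP-A enzyme; Quantity: 0.625 nM enzyme; Detection: endpoint fluorescence intensity; Times: 50 min dark incubation at room temperature; Controls: substrate-only low control, DMSO enzyme-plus-substrate high control; Doses: single 20 µM dose; Read-out: percent inhibition versus substrate-only and uninhibited controls; Reagent: 400 µM OMFP.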
# Active calls of the source: *; i = inactive; . = not tested or not shown. Compounds as they come. Share with any hit: about 3.9%.
# Values run as follows: Scp-1 inhibitor	STEP inh	DNMT1 block	MsrA inhibitor	CSN deneddyl inh	NadD block	Rpn11 inh	SUMO1-SIM PPI	Tb MetRS inh	LMPTP block
CC1CCCCN1S(=O)(=O)c1ccc(C(=O)Nc2nnc(-c3ccccc3Cl)o2)cc1 (configuration not stated)
  -9	3	1	0.7	3	30	i	31	-0.1	-1.3
COc1ccc(CCNC(=O)C2CC(=O)N(c3ccc(C(C)(C)C)cc3)C2)cc1OC (configuration not stated)
  2	0	-5	-0.5	11	-1	i	0	-1.0	1.3
O=C(NNC(=O)c1ccc(O)cc1O)c1ccc(-c2ccccc2)cc1
  -4	3	1	0.1	3	3	i	0	-0.3	0.4
C[C@H]1CN([C@@H](C)CO)S(=O)(=O)c2ccc(Br)cc2O[C@H]1CN(C)Cc1ccc(F)cc1
  .	-2	9	-0.2	-1	-8	i	3	-0.6	-2.5
COC(=O)c1cc(S(=O)(=O)N2CCCCC2)ccc1N1CCOCC1
  -4	1	-2	1.2	0	-5	i	-6	-0.2	-4.7
CCOC(=O)N1CCN(C(=O)Nc2cccc3ccccc23)CC1
  -1	4	1	0.3	-5	-2	i	-3	-0.9	-1.2
N#CC(c1ccccc1)c1ccc2c(C(F)(F)F)cc(C(F)(F)F)nc2n1 (configuration not stated)
  -15	4	4	0.0	-5	1	i	-28	-0.8	2.0
CN(C)c1ccc(NC(=O)Nc2ccc3c(c2)c(=O)n(C)n3Cc2ccccc2)cc1
  .	2	-26	0.4	7	7	i	4	-0.2	0.8
CC(C)c1ccc(-c2c(C#N)c(N)nc(SCC(=O)N3CCCCC3)c2C#N)cc1
  -4	2	2	0.8	-2	5	i	-38	-0.8	-0.4
CCN(CC)CCCNc1oc(-c2cccc(Cl)c2)nc1C#N
  -7	1	2	1.6	4	-5	i	-2	-0.5	-2.8
CC1=C(C(=O)OCC(C)C)C(c2cc3c(cc2Br)OCO3)NC(=O)N1C (configuration not stated)
  -4	0	-1	0.2	-6	-2	i	-2	0.1	1.5
Cc1nn(Cc2ccccc2)c2c1C(c1ccc(Cl)cc1)C(C#N)=C(N)O2 (configuration not stated)
  -1	1	-4	0.4	-5	1	i	4	-0.2	1.4
O=C(Nc1nc(-c2cc(F)ccc2F)cs1)C1=NN(c2ccccc2)C(=O)CC1
  -7	4	0	0.8	-4	1	i	1	-1.6	1.9
O=C(c1ccco1)N1CCC(n2nnc3ccccc32)CC1
  -2	2	0	-0.5	-1	-6	i	0	0.1	-1.7
Cc1ccc(C)c(C(=O)CCC(=O)NNC(=O)Cn2nc(C)cc2C)c1
  -5	-3	3	0.2	1	-4	i	0	-0.3	-1.3
O=C(CCc1ccccc1Cl)NC1CCCN(c2ccc(C(F)(F)F)cn2)C1 (configuration not stated)
  3	0	-2	-0.1	5	-5	i	2	-0.6	2.1
CCCCn1c(N)c(N(CCOC)C(=O)CCCc2nc3ccccc3c(=O)[nH]2)c(=O)[nH]c1=O
  -2	2	0	0.1	5	-5	i	5	-0.6	-3.2
Cc1c(C)n(CC(O)CN2CCOCC2)c2ccccc12 (configuration not stated)
  -11	-2	1	0.2	5	-3	i	2	-0.4	-0.9
O=C(CSc1ccccc1Cl)c1ccco1
  0	0	7	1.4	1	2	i	-1	-0.6	0.2
CC(OC(=O)C1CCCCC1)C(=O)Nc1cccc(Cl)c1 (configuration not stated)
  -7	-1	2	0.6	0	-11	i	3	0.1	0.2

# One compound at a time (already shown):
# O=C(CCc1ccccc1Cl)NC1CCCN(c2ccc(C(F)(F)F)cn2)C1 (configuration not stated) is listed with Scp-1 inhibitor = 3; STEP inh = 0; DNMT1 block = -2; MsrA inhibitor = -0.1; CSN deneddyl inh = 5; NadD block = -5; Rpn11 inh = i; SUMO1-SIM PPI = 2; Tb MetRS inh = -0.6; LMPTP block = 2.1
# CC(OC(=O)C1CCCCC1)C(=O)Nc1cccc(Cl)c1 (configuration not stated) is listed with Scp-1 inhibitor = -7; STEP inh = -1; DNMT1 block = 2; MsrA inhibitor = 0.6; CSN deneddyl inh = 0; NadD block = -11; Rpn11 inh = i; SUMO1-SIM PPI = 3; Tb MetRS inh = 0.1; LMPTP block = 0.2

# Next compounds follow:
# Values run as follows: Scp-1 inhibitor	STEP inh	DNMT1 block	MsrA inhibitor	CSN deneddyl inh	NadD block	Rpn11 inh	SUMO1-SIM PPI	Tb MetRS inh	LMPTP block
CN(C)S(=O)(=O)c1cccc(NC(=O)CCc2nc3sc4c(c3c(=O)[nH]2)CCCC4)c1
  -6	-1	-4	0.1	-5	-1	i	-2	-0.4	-0.9
Cc1ccc(OC(=O)c2c(C)nn(-c3ccccc3)c2C)cc1
  -7	-1	-1	-0.7	-3	-2	i	5	-0.7	1.3
CC(C)CNC(=O)C(=O)Nc1ccc2c(c1)N(S(=O)(=O)c1cccs1)CCC2
  -11	1	-3	1.1	0	-14	i	-2	-0.4	0.5
COc1ccc2occ(C(=O)c3cccs3)c2c1
  -8	4	1	1.9	1	-12	i	-5	0.2	1.9
C=CCON1C(=O)C(=O)N(OCC=C)[C@H]2CCCC[C@H]21
  -5	1	3	0.4	2	2	i	-1	-0.6	-1.9
C#CC(CC)(CC)NC(=S)Nc1cccc(C(C)=O)c1
  5	0	0	0.1	-6	-1	i	3	-0.6	-0.3
CCOc1ccccc1N(C(=O)CNC(=O)c1ccco1)C(C(=O)NC(C)(C)C)c1ccncc1 (configuration not stated)
  -2	0	-1	-2.9	-1	1	i	-4	-0.2	0.2
OCCN1CCN(C(=S)c2ccc(-c3ccccc3)cc2)CC1
  0	92*	-1	-0.8	-1	-2	i	1	0.0	0.7
O=C(Nc1cccc(NC(=O)c2ccco2)c1)c1cnccn1
  -1	3	-3	0.4	2	2	i	1	0.0	0.3
O=C(OCc1ccccc1)N1CCC2CC1c1cc(Cl)ccc12 (configuration not stated)
  -17	0	12	-0.8	6	6	i	7	-1.0	1.9
C=CCNC(=O)c1onc(CSc2cccc(OC)c2)c1C(=O)O
  -2	-1	3	-0.9	-2	-9	i	-1	-0.3	-2.2
CCC(C)NCC(=O)Nc1sc2c(c1C(N)=O)CCC2 (configuration not stated)
  -3	-4	-1	2.2	1	6	i	1	0.1	0.1
Cc1cc2[nH]c3c(c[n+](C)c4ccccc34)c2cc1C
  36	5	28	-0.2	13	13	i	-4	1.8	73*
COc1ccc(Nc2nnc(SCC(=O)N3CC(=O)Nc4ccccc43)s2)cc1
  3	-2	0	-0.7	6	4	i	7	-1.1	1.2
Cc1ccc(CNC(=O)C(CC(C)C)OC(=O)c2ccco2)cc1 (configuration not stated)
  1	0	-1	0.0	3	-3	i	-2	-1.0	0.6
CC(Oc1cccc(Cl)c1)C(=O)Nc1cc(S(=O)(=O)N2CCOCC2)ccc1N1CCCCC1 (configuration not stated)
  -9	1	-18	0.1	2	3	i	-52	-0.1	-5.2
Cc1cc(C2=NNC(=NC3CC3)SC2)c(C)n1-c1ccccc1F
  -4	-1	-23	1.2	-1	3	i	-4	-0.6	2.0
Cc1ccc(Cn2c(C)c(C(=O)NCc3ccccc3C(F)(F)F)sc2=O)cc1
  .	0	-1	-0.9	-8	-10	i	3	0.0	2.6
O=P(c1ccccc1)(c1ccccc1)c1nc(-c2ccc(Cl)cc2)oc1N1CCOCC1
  -6	0	1	1.6	-3	-2	i	-2	-0.5	2.4
COc1cc(-c2cc(=O)c3ccccc3o2)ccc1O
  -10	-3	-3	1.9	-1	-4	i	7	-0.1	-0.7
Cc1ccc(S(=O)(=O)NCc2nnnn2-c2ccc(F)cc2)cc1
  .	1	-5	1.4	0	4	i	-1	-0.4	-0.6
Oc1ccccc1-c1cc(-c2ccco2)[nH]n1
  -10	0	-16	1.2	23	0	i	-1	-0.5	1.4
CC(C)Sc1nnc(SCC(=O)N(C)C2CCS(=O)(=O)C2)s1 (configuration not stated)
  -5	-1	0	0.6	-1	-6	i	-3	-0.2	-0.3
O=C(CSc1nnc(-c2ccncc2)o1)Nc1ccccc1Cl
  -5	1	3	0.5	6	-6	i	1	-0.7	-0.5
O=C(Nc1cccc(Cl)c1)ON=C1c2ccccc2-c2ccccc21
  -8	-4	8	-0.7	-2	8	i	-23	-0.4	1.9
Cc1cccc(C)c1NC(=O)C[N+](C)(C)CC(O)COc1cccc2ccccc12 (configuration not stated)
  -1	-3	2	-0.9	2	-11	i	-22	-0.6	-0.7
CC(C)c1ccc(NC(=O)C(c2ccccc2)N2CCOCC2)cc1 (configuration not stated)
  -6	-1	71*	-0.7	-1	2	i	8	-0.1	50*
COc1ccccc1-c1nnc(NC(=O)C2=COCCO2)o1
  -4	-4	-1	2.0	-7	3	i	-2	0.1	0.1
O=C1N(Cc2cccc(Cl)c2)C[C@@H]2C[C@@H](c3cccn3-c3ccccn3)N3CCC[C@@]123
  -8	2	-1	0.0	7	6	i	3	0.1	2.0
CN(Cc1nc2ccc(F)cc2[nH]1)Cc1nc(CC2CC2)no1
  -4	4	52*	-0.3	2	-3	i	5	-0.2	-1.3
CCOC(=O)N1CCN(S(=O)(=O)N(C)C)CC1
  -8	-1	3	-0.1	5	-4	i	2	-0.7	-1.5
COC1CCN(Cc2c(C(=O)N3CCN(C4CCCCC4)CC3)nc3ccccn23)CC1
  -12	-2	0	.	2	0	i	6	0.0	-0.1
OC(COCc1ccccc1)CN1CCN(c2ccccc2)CC1 (configuration not stated)
  1	2	4	0.4	-2	-6	i	2	0.2	0.6
CCc1ccc(-c2cc(C)no2)cc1S(=O)(=O)NCCN1CCC(C)CC1
  -1	1	0	0.2	2	-4	i	0	0.0	-0.3
